# High-throughput results as filed in PubChem.
# NF-kB neuron act = raises NF-kB expression in human neuronal cells. NF-kB reporter expression; active compounds read high. fold change at 12.5 µM. 190,000 tested, 1.6% active; in the data active means fold change above about 3.3
# APP 5'UTR act = activates APP 5'UTR luciferase reporter | SH-SY5Y APP 5'UTR luciferase reporter, luminescence; zero percent = DMSO vehicle wells | activation, % at 2 µM | 190,000 tested, 1% active | AID 1276;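 active means activation above a set limit, based on mean plus 3 SD of controls, cut at about 140% in these data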; further: values of inactives mirror those of a sister screen read the other way
# TLR4-MyD88 BLA = inhibitors of human TLR4-MyD88 binding; O00206+Q99836; HeLa CL3-4 TLR4/MyD88 BLA complementation, FRET ratio; inhibition, % at 8.4 µM; 200,000 tested, 0.18% active; in the data active means inhibition above about 25%;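 further: 0% = vehicle and 100% = reference inhibitor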
# G6PDH CS = inhibits Leuconostoc G6PDH, flagging false hits in G6PDH-based assays. Purified L. mesenteroides G6PDH, diaphorase/resazurin coupled fluorescence, 45 min. inhibition, % at 5 µM. 200,000 tested, 0.12% active; in the data active means inhibition above about 50%
# Diaph inh CS = diaphorase inhibition or chemical oxidation counter-screen. diaphorase resazurin-to-resorufin fluorescence, NADH, 16 min; bacterial (C. kluyveri) enzyme, not human. inhibition, % at 20 µM. 190,000 tested, 0.69% active;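 active means primary screen inhibition at 20 µM above a set limit, cut at about 50% in these data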;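 further: plate controls were DMSO with full reaction for no effect and wells lacking NADH for full effect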
#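 Test system: diaphorase enzyme from Clostridium kluyveri; amount: diaphorase at 0.14 U/mL in enzyme working solution; detection: fluorescence of resorufin formed from resazurin, Ex 544/Em 590 nm; times: reaction incubation of 16 min at room temperature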
# Diaph act CS = counter-screen for diaphorase-based assays: diaphorase activators and chemical reducers; AID 1229; 190,000 tested, 0.005% active; activation factor at 20 µM; Diaphorase/resazurin coupled assay, resorufin fluorescence, 16 min; active compounds read high; 1 = vehicle wells, 0 = NADH-free wells;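 active means diaphorase activity raised at least twofold by the compound at 20 µM; inactive means activation factor below 2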
#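 Test system: Clostridium kluyveri diaphorase, purified enzyme; input: enzyme 0.07 U/mL final; buffer or medium: 50 mM HEPES pH 7.4 with 4.542 mM MgCl2, 0.005% Tween 20; also added: 0.114 mM NADH and 0.1 mM resazurin, final amounts; schedule: 16 min enzyme reaction, ambient temperature; technique: fluorescence of resorufin, 544 nm excitation, 590 nm emission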
# FLuc act counter = affects firefly luciferase, flagging false hits in luciferase stimulation screens. P08659. 200,000 tested, under 10 active. ATPlite luciferase biochemical, luminescence, 10 min; 0 = ATP-free wells, 1 = DMSO control. AID 1027. activation factor at 10 µM;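 active means luciferase activation factor, scaled between plate controls, of at least 2 with compound at 10 µM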
# Target sequence (P08659 whole entry, looked up): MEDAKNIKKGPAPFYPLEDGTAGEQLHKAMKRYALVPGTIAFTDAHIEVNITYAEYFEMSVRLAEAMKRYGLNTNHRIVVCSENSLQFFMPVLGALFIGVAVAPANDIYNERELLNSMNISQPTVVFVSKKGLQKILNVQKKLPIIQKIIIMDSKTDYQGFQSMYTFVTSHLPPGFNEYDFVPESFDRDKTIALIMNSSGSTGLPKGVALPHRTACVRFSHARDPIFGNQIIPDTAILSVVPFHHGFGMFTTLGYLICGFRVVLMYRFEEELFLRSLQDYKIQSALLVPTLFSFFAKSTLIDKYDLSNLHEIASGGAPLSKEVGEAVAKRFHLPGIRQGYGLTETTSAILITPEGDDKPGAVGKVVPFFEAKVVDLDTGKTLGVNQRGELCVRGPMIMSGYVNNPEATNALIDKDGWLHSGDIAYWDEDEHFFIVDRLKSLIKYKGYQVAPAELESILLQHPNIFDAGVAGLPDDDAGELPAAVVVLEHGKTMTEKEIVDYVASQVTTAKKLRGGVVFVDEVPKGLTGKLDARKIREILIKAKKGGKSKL
#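 Material: Luciferase/luciferin reagent mix | Doses: Test compounds dosed from 2 mM stocks in 100% DMSO | Timing: 10 min incubation after luciferase reagent addition, room temperature | Measured by: Luminescence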
# FLuc inhib CS = counter-screen for luciferase assay inhibitors: firefly luciferase inhibition; P08659; ATPLite firefly luciferase biochemical luminescence, 10 min; inhibition, % at 10 µM; 200,000 tested, 1.5% active; AID 1006;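 active means inhibition above about 50% when tested at 10 µM, limit read from the data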
# APP transl inh = APP translation inhibition | SH-SY5Y APP 5'UTR-luciferase reporter, luminescence | inhibition, % at 2 µM | 190,000 tested, 0.82% active | AID 1285;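 active means inhibition above a set limit, derived from the sample mean plus 3 SD, cut at about 45% in these data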; further: values of inactives mirror those of a sister screen read the other way
# STAT1 act = STAT1 signaling activation; NIH 3T3 STAT1-luciferase reporter, IFN-gamma, luminescence; 100% = IFN-gamma alone, no compound; activation (% of control), % at 5.5 µM; 200,000 tested, 2.6% active; AID 932;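 active means activation above the screen-wide mean activation plus 3 SD, cut at about 130% in these data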;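 further: raw ratio to IFN-gamma control signal so 100% means no change and 0% no light; values of inactives mirror those of a sister screen read the other way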
# Active calls of the source: *; . = no result given. Outcome played no part in choosing rows; 5.6% or so of the library scored in one or more.
compound	NF-kB neuron act	APP 5'UTR act	TLR4-MyD88 BLA	G6PDH CS	Diaph inh CS	Diaph act CS	FLuc act counter	FLuc inhib CS	APP transl inh	STAT1 act
CC(=O)c1cccc(NC(=S)NNC(=O)c2ccc(C)c([N+](=O)[O-])c2)c1	1.2	-5	0	11	25	0.7	1	2	4	105
COC(=O)c1sccc1NC(=O)c1ccoc1C	0.97	20	8	8	20	0.8	1	-3	-20	111
CSc1oc(-c2ccc(F)cc2)nc1S(=O)(=O)c1ccccc1	1.1	-4	0	7	9	0.9	1	-4	4	103
Cc1c(NC(=O)c2ccc(C(C)(C)C)cc2)cccc1[N+](=O)[O-]	2.5	44	-3	-7	10	0.9	1	0	-44	128
Cc1ccc(C)c(NC(=S)/C(=C(\[O-])c2ccc(Cl)s2)[n+]2ccccc2)c1	1.3	-8	5	-4	-3	1	1	2	8	96
Cc1ccc(C(=O)Nc2cnc3ccccn3c2=O)cc1	2.6	39	-4	11	18	0.8	0.8	16	-39	132*
CC(Oc1ccccc1)C(=O)Nc1cccc(F)c1 (stereo not drawn)	1	-9	8	5	18	0.8	1	-2	9	93
CCOC(=O)c1c(NC(=O)/C=C/c2ccc3c(c2)OCO3)sc(C)c1CC	1.1	2	4	-1	11	0.9	1.1	-6	-2	93
Cc1ccccc1C(OCCN(C)C)C1CCCCC1 (stereo not drawn)	0.96	-10	-9	2	1	1	1	0	10	93
O=C1C=C(O)C(n2cncn2)C(c2ccc3c(c2)OCO3)C1 (stereo not drawn)	1.4	9	4	8	7	0.9	1	0	-9	106
COc1ccc(C)cc1-n1nnnc1SCc1cn2ccsc2n1	1.5	0	8	10	8	0.9	1.1	-9	0	94
CCOC(=O)c1[nH]c(C)c(C(=O)NC)c1C	1.1	4	-10	-10	10	0.9	1	3	-4	97
Cc1ccc(-n2nnnc2SCC(=O)N2CCN(C(=O)c3ccco3)CC2)c(C)c1	1.1	3	-9	-16	22	0.8	1	-5	-3	94
CCOC(=O)c1c(-c2ccccc2)nc2c(C)cccn12	1.1	11	13	6	8	0.9	1	-3	-11	104
CC(C)N1C(=S)N(Cc2ccco2)C(=O)C1CC(=O)Nc1ccccc1 (stereo not drawn)	0.77	6	-7	-2	12	0.9	1	0	-6	99
O=C(COC(=O)/C=C/c1ccco1)NCc1ccccc1Cl	1.3	13	-13	7	-7	1.1	1	2	-13	99
CCCn1c2c(c(O)c(C(=O)Nc3nc4ccccc4s3)c1=O)CCCC2	0.99	6	7	10	.	.	1	-5	-6	102
Cc1ccc(C(=O)NC(=S)Nc2ccc3[nH]c(=O)[nH]c3c2)cc1	1	10	-3	-11	0	1	1	0	-10	102
Cc1ccc(S(=O)(=O)N2CCN(CC(=O)Nc3ccc(N4CCOCC4)cc3)CC2)cc1C	0.98	-1	1	-3	4	1	1	-1	2	99
N#CCC(=O)NNC(=S)NC(=O)C(c1ccccc1)c1ccccc1	1.3	4	-6	2	28	0.7	1	-4	-4	99
COc1ccc(C2C(C(=O)c3ccco3)=C(O)C(=O)N2CCOCCO)cc1OC (stereo not drawn)	1.4	11	-7	17	7	0.9	1	3	-11	87
NC(=O)CN1CCN(C2CC(=O)N(CCc3ccccc3)C2=O)CC1 (stereo not drawn)	1.1	6	-12	8	5	0.9	1.1	-6	-6	98
Cc1ccccc1NC(=O)C(=O)NC(C)CCc1ccccc1 (stereo not drawn)	1.2	-11	0	6	9	0.9	1	0	11	102
CCSc1nnc(NC(=O)CSc2nnc(CNC(=O)c3ccc(OC)c(OC)c3)o2)s1	0.99	-22	-7	5	6	0.9	1	-2	22	97
CC1(C)CC2(CCCN3C(=O)CSC32)CCS1 (stereo not drawn)	1.2	15	-5	2	6	0.9	1	0	-15	95
COc1ccc(OC)c(Cc2nnc(CCC(=O)NCc3ccc(C)s3)o2)c1	1.4	-7	-7	15	.	.	1	0	7	104
CC1CCN(C(=S)c2ccc(O)cc2)CC1	1.2	-8	3	1	7	0.9	1.1	-5	8	100
O=C(CC12CC3CC(CC(C3)C1)C2)NCc1ccco1	0.99	-12	-6	1	10	0.9	1	-4	12	97
CC(C)(C)c1nnc(N/N=C/c2cc(Br)ccc2O)n(N)c1=O	0.57	-80	-5	15	26	0.7	1.1	-7	80*	115
O=C(NNS(=O)(=O)c1ccc(F)cc1)C1CCN(S(=O)(=O)c2ccccc2)CC1	1.1	6	-9	7	5	0.9	1.1	-6	-6	99
CCOc1ccccc1C(=O)Nc1ccc2nc(N3CCN(c4ncccn4)CC3)cc(C)c2c1	.	24	-3	.	.	.	.	.	-24	103
CC1CCCN(c2ccc([N+](=O)[O-])cc2C(=O)c2ccccc2)C1 (stereo not drawn)	3.1	-94	-3	11	20	0.8	1.1	-6	94*	97
Cc1ccc([C@H]2C(C#N)=C(N)Oc3cc(C)oc(=O)c32)o1	1.1	2	-11	-3	-8	1.1	1.1	-7	-2	93
COC(=O)C1=C(N)Oc2cc(C)n(Cc3cccnc3)c(=O)c2C1c1ccccc1OC (stereo not drawn)	1.2	7	4	8	18	0.8	1.1	-5	-7	99
Cn1c(Cn2c(=O)sc3ccccc32)nnc1SCC(=O)NCc1ccccc1	0.99	-33	-3	8	14	0.9	1	-2	33	107
COc1ccc(CC(=O)NNC(=O)CCc2ccccc2)cc1	1.1	8	2	14	10	0.9	1	-4	-8	93
Cc1ccc(-n2ncc3c(=O)n(Cc4ccccn4)cnc32)cc1C	1.5	3	-15	-4	-7	1.1	1	3	-3	107
COC(=O)C1C(=O)C2=C(CC1C)NC(=O)CC2c1ccc(O)c(OC)c1 (stereo not drawn)	1.2	16	1	2	3	1	1	-5	-16	97
NC(=O)COC(=O)CCSc1ccc(Cl)cc1	1.5	11	-8	0	27	0.7	1	-1	-11	100
Cc1cccc(OCCCC(=O)Nc2ccc(N(C)C)cc2)c1	1.2	92	9	-5	6	0.9	1	3	-92	145*
CCSc1nc(N)c2c(C)c(C)sc2n1	1.2	11	2	0	4	1	1	5	-11	105
CC(C)(C)Nc1nc(NC(C)(C)C)nc(-n2ccnc2)n1	0.87	2	-1	-25	15	0.8	1	-3	-2	106
S=c1[nH]nc(-c2ccc(Cl)cc2)n1Cc1ccccc1	1.1	0	0	14	16	0.8	1	-3	0	95
O=C(COc1ccccc1)c1cn(CC(=O)N2CCOCC2)c2ccccc12	0.91	-5	-6	-2	15	0.8	0.9	13	5	104
Cc1cc(C)nc(N2CCC(C(=O)O)CC2)n1	1.1	0	0	1	8	0.9	1	-4	0	102
COC(=O)C(Cc1ccccc1)NC(=O)CSc1nc(N)cc(=O)[nH]1 (stereo not drawn)	1.3	3	-5	8	23	0.8	1	-1	-3	101
O=P(O)(CCc1ccncc1)CN1CCCCC1	1.1	-9	5	1	8	0.9	1.1	-6	9	103
CCSc1nnc(NC(=O)NC(CC)(C(F)(F)F)C(F)(F)F)s1	0.52	-5	-5	10	14	0.9	1.1	-6	5	93

# Laid out differently: entries from further up.
# Below each compound: NF-kB neuron act	APP 5'UTR act	TLR4-MyD88 BLA	G6PDH CS	Diaph inh CS	Diaph act CS	FLuc act counter	FLuc inhib CS	APP transl inh	STAT1 act
> NC(=O)COC(=O)CCSc1ccc(Cl)cc1
    1.5	11	-8	0	27	0.7	1	-1	-11	100
> Cc1cccc(OCCCC(=O)Nc2ccc(N(C)C)cc2)c1
    1.2	92	9	-5	6	0.9	1	3	-92	145*
> CCSc1nc(N)c2c(C)c(C)sc2n1
    1.2	11	2	0	4	1	1	5	-11	105
> CC(C)(C)Nc1nc(NC(C)(C)C)nc(-n2ccnc2)n1
    0.87	2	-1	-25	15	0.8	1	-3	-2	106
> S=c1[nH]nc(-c2ccc(Cl)cc2)n1Cc1ccccc1
    1.1	0	0	14	16	0.8	1	-3	0	95
> O=C(COc1ccccc1)c1cn(CC(=O)N2CCOCC2)c2ccccc12
    0.91	-5	-6	-2	15	0.8	0.9	13	5	104
> Cc1cc(C)nc(N2CCC(C(=O)O)CC2)n1
    1.1	0	0	1	8	0.9	1	-4	0	102
> COC(=O)C(Cc1ccccc1)NC(=O)CSc1nc(N)cc(=O)[nH]1 (stereo not drawn)
    1.3	3	-5	8	23	0.8	1	-1	-3	101
> O=P(O)(CCc1ccncc1)CN1CCCCC1
    1.1	-9	5	1	8	0.9	1.1	-6	9	103
> CCSc1nnc(NC(=O)NC(CC)(C(F)(F)F)C(F)(F)F)s1
    0.52	-5	-5	10	14	0.9	1.1	-6	5	93

# Later entries:
compound	NF-kB neuron act	APP 5'UTR act	TLR4-MyD88 BLA	G6PDH CS	Diaph inh CS	Diaph act CS	FLuc act counter	FLuc inhib CS	APP transl inh	STAT1 act
COc1cccc(-n2c(N)c(-c3nc4ccccc4[nH]3)sc2=S)c1	1.1	6	10	6	22	0.8	1	-1	-6	105
Cc1c(C(=O)Nc2ccccc2)cn2c(nc3ccccc32)c1C#N	1.3	-9	-2	16	12	0.9	1	-5	9	100
CCOC(=O)C1(Cc2ccc(OC)cc2)CCN(C(=O)C2=CCCC2)CC1	1.4	19	-5	12	9	0.9	1	-4	-19	100
Cc1ccc(S(=O)(=O)/N=C2/C=C(C3C(=O)CC(C)(C)CC3=O)C(=O)c3ccccc32)cc1	1.6	126	-7	45	34	0.7	0.9	7	-126	94
[O-][n+]1onc2c3ccnnc3ccc21	1.2	-10	-14	7	20	0.8	1	-2	10	74
Cc1ccccc1CSCCNC(=O)CN(c1ccc2c(c1)OCO2)S(C)(=O)=O	1.2	10	11	0	2	1	1	0	-10	98
C#CCN1C(=O)C(O)(CC(=O)c2ccc(OC)c(OC)c2)c2ccccc21 (stereo not drawn)	0.81	14	-5	-2	19	0.8	1	-4	-14	86
O=C(NCC1CCCO1)c1coc2nc3ccccc3nc12 (stereo not drawn)	1	.	1	-2	0	1	1	0	.	98
COc1ccc(-n2nc3c(c2NC(=O)C2CC2)CS(=O)C3)cc1 (stereo not drawn)	1.4	-19	-5	5	19	0.8	1	-4	19	99
COn1c2c(c3c4no[n+]([O-])c4ccc31)CCCC2	1	2	3	14	9	0.9	1	-2	-2	98
